# PP1 counter = blocks human PP1-alpha phosphatase, a PP5 counter-screen; P62136; purified PP1alpha, OMFP fluorescence; inhibition, % at 6.7 µM; actives 0.9% (n = 320,000); AID 2235;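 active = inhibition above the mean inhibition of all tested compounds plus 3 SD, computed separately for each screening campaign, cut at about 15% in these data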
# Target sequence (P62136 whole entry, looked up): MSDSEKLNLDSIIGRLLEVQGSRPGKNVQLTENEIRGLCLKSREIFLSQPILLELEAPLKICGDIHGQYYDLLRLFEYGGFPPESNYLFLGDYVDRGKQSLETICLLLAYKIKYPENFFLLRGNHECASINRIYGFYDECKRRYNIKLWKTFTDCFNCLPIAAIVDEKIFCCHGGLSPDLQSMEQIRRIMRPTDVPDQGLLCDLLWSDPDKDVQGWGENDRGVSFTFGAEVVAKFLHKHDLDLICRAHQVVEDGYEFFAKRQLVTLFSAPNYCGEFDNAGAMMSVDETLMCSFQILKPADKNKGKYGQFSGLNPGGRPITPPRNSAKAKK
# GASC-1 inh = blocks human GASC-1 demethylase activity; Q9H3R0; GST-JMJD2C(1-420) H3K9me3 demethylation, DELFIA europium; inhibition, % at 2.35 µM; actives 0.069% (n = 330,000);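 active = more than half of a compound's replicate wells show inhibition beyond 50%, single wells judged on their own value; inconclusive = some, but no more than half, of replicates pass 50% inhibition; inactive = no replicate passes 50% inhibition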;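 also: signal counts dimethyl H3K9 product captured on neutravidin plate; 0% = median of DMSO wells and 100% = 0.3 times that DMSO median; strong numbers were not always called active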
# PP5 inh = blocks human protein phosphatase 5 activity; purified PP5c, OMFP substrate fluorescence; inhibition, % at 6.7 µM; actives 0.18% (n = 320,000); AID 1987;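 active = inhibition above the campaign's mean inhibition across all tested compounds plus 3 SD, cut at about 9.5% in these data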;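 also: 0% = DMSO only and 100% = 100 µM cantharidin control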
# Target sequence (P53041 whole entry, looked up): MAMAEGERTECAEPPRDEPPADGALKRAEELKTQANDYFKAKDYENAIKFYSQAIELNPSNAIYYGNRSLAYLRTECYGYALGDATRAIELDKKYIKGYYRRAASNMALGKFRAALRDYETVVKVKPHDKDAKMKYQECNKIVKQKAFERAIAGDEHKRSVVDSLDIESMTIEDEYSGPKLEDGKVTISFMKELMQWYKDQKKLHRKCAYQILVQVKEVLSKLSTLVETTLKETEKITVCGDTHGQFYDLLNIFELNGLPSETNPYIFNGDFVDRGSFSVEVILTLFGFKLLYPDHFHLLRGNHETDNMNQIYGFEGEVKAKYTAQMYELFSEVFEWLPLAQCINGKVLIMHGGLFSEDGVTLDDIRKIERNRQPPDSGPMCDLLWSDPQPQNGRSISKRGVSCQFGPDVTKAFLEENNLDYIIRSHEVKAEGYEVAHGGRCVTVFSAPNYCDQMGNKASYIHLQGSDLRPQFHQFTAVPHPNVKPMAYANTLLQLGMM
# CTSL1 counter = blocks F. hepatica cathepsin L1 in PFM18AAP counter-screen | recombinant F. hepatica cathepsin L1, Z-Leu-Arg-MCA fluorescence | actives 0.49% (n = 300,000) | inhibition, % at 5.96 µM;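 active = inhibition above the mean of all tested compounds plus 3 SD, set per screening campaign, cut at about 17% in these data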;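 also: 0% = plate median of test compound wells and 100% = 1 µM Z-Phe-Ala-diazomethylketone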
# procasp7 counter = counter-screen for procaspase-3 activators: activators of human procaspase-7. P55210. AID 463210. actives 0.093% (n = 330,000). recombinant procaspase-7, Ac-DEVD-pNA absorbance 405 nm; D23A/D198A/D206A triple mutant, cannot self-cleave; scale: DMSO 0, 5 µM enzyme 100. activation, % at 8.5 µM;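 active = percent activation above the screen-wide mean plus 3 SD, cut at about 25% in these data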
#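 System: Procaspase-7 triple mutant (PC-7 D3A); measure: % activation from two-timepoint absorbance difference, scaled to controls; times: 1 h compound preincubation, 2 h substrate cleavage, 25 °C; also added: Ac-DEVD-pNA substrate, 400 µM as added; measured by: Epi-absorbance of released pNA at 405 nm, two timepoints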
# proCasp3 act = activates human procaspase-3. P42574. recombinant procaspase-3 D3A, Ac-DEVD-pNA absorbance 405 nm. activation, % at 8.5 µM. actives 0.11% (n = 330,000). AID 463141;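 active = activation above the mean of all tested compounds plus 3 SD, cut at about 21% in these data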;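 also: 0% = DMSO alone and 100% = DMSO wells spiked with extra 5 µM PC-3 D3A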
# Target sequence (P42574 whole entry D9A/D28A/D175A): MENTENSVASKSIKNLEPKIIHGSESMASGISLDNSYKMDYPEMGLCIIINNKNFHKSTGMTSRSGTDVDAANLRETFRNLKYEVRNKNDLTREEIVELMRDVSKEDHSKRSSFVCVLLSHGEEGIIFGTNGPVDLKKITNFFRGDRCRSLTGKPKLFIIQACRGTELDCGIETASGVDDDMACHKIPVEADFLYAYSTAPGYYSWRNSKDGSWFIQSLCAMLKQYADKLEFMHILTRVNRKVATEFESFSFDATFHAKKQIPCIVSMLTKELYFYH
#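 Assay system: Autoprocessing-dead procaspase-3 D3A mutant enzyme; also added: Ac-DEVD-pNA; doses: one concentration, 8.5 µM nominal, 0.8% DMSO; times: 1 h compound preincubation, 2 h substrate hydrolysis at 25 °C; technique: 405 nm absorbance of p-nitroaniline, reads at 0 and 120 min; measure: % activation between DMSO and enzyme-spiked controls; repeats: single replicate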
# GRK2 inh = inhibitors of human GRK2 displacing RNA aptamer. P25098. actives 0.59% (n = 330,000). bead flow cytometry, FAM-aptamer displacement from GRK2. inhibition of aptamer binding, % at 10 µM. AID 488847;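 active = inhibition of aptamer binding above 40%, roughly 3 SD of noise, on plates passing a quality check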;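 also: median bead fluorescence of bound FAM aptamer so fluorescent compounds give negative values; no value below 0 was filed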
# core dimer inh = blocks dimerization of HCV core protein; TR-FRET GST/Flag-core106 dimerization, 1536-well; inhibition, % at 5 µM; actives 0.33% (n = 300,000);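 active = inhibition above the mean of all tested compounds plus 3 SD, set per screening campaign, cut at about 45% in these data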
#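 System – GST-tagged and Flag-tagged HCV core protein residues 1-106 · Repeats – one well for each compound · Technique – TR-FRET 671 and 617 nm emission · Doses – one concentration, 5 µM, in 0.5% DMSO · Times – 4 h, 22.5 °C incubation · Also added – Eu donor and XL665 acceptor anti-tag antibodies · Measure – percent inhibition of core106 dimerization signal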
# VLA-4 inh = inhibition in a human VLA-4 binding assay; VLA-4 expressing cells, ligand binding flow cytometry; inhibition, % (about 7 µM as worked out from the volumes in the protocol); actives 0.2% (n = 330,000); in the data active = inhibition above about 50%
# The depositor's hits bear a star; ? = inconclusive; · = no result given; & = joins results of further samples. The list is partial; the hit share may differ from the screen's.
SMILES,PP1 counter,GASC-1 inh,PP5 inh,CTSL1 counter,procasp7 counter,proCasp3 act,GRK2 inh,core dimer inh,VLA-4 inh
COc1ccc2ccc(O)c(CN3CC=C(c4ccccc4)CC3)c2c1,-1,-1,1.4,-4,2,-4,2,1,-4
COc1ccccc1-n1c(O)c(/C=N/NC(=S)Nc2ccccc2)c(=O)[nH]c1=S,0,29,-1.1,-1,-15,-15,5,6,8
CCC1=CCN(CCc2c(C)[nH]c3ccccc23)CC1,-6,-2,-1.6,-3,-5,2,2,1,-20
C=CCOc1ccc(CC2C(=O)N(C)C(=O)N(C)C2=O)cc1,8,-3,3.1,-2,6,-1,0,85*,10
CCN(CC)CCCN=Cc1c(O)n(Cc2ccc(F)cc2)c(=O)[nH]c1=O,1,11,-0.1,3,1,-2,0,1,6
O=C(NC(=O)N1CCC2(CC1)OCCO2)c1ccc(Cl)cc1,-1,13,-3.4,-2,2,8,6,-3,1
O=C(N/N=C/c1c(O)n(Cc2ccc(F)cc2)c(=S)[nH]c1=O)c1ccncc1,3,15,2.4,-2,-5,-24,3,2,5
CCCN1C2CCCC1CC(NC(C)=O)C2 (configuration not stated),-4,-8,-1.0,5,6,-1,2,-5,5
COP(=S)(OC)c1c(C)nn(CCC#N)c1NC(=O)c1ccc(Cl)cc1,0,20,0.7,-3,3,-1,2,0,13
C[n+]1ccc(-c2ccncc2)cc1,-5,-3,1.6,-3,1,-9,0,1,-2
COc1ccc(C2=NCC(=S)Nc3ccc(Cl)cc32)cc1Cl,5,5,-0.2,4,6,8,3,-1,-2
COc1ccc(-n2c(O)c(C=NCCN3CCN(C(C)=O)CC3)c(=O)[nH]c2=S)cc1,1,0,-0.8,5,2,1,0,0,6
O=Cc1cn(Cc2c(F)cccc2Cl)c2ccccc12,2,-15,-0.1,2,-1,3,0,3,2
Fc1ccc(CNCCc2ccccc2)cc1,-4,-11,0.2,0,9,-2,2,-1,-10
CN[C@@H]1C[C@@H](c2ccc(Cl)c(Cl)c2)c2ccccc21,1,44,0.0,4,1,6,0,-7,3
Fc1cccc(CCNCc2ccccn2)c1,2,-1,0.7,-3,10,-1,5,-9,-2
CC(=O)c1ccc(OCC(=O)N2CCCC(N3CCN(c4ccccc4C)CC3)C2)cc1 (configuration not stated),4,2,-0.4,-1,4,-1,3,-3,-3
O=C(O)c1ccc(NC(=O)N2C[C@H]3C[C@@H](C2)c2cccc(=O)n2C3)cc1,-3,15,2.7,0,8,8,0,-4,1
CCCCn1c(=O)c(C(=O)Nc2ccccc2C)c(O)c2ccccc21,-1,-1,1.2,-1,6,-2,2,-10,-8
COC(=O)C1=C(c2cccc(OCc3ccccc3)c2)C[C@@H]2CC[C@H]1N2C(=O)NCc1cccc(OC)c1,4,-6,3.1,·,3,13,0,·,11
O=C1NC(=O)N(c2ccccc2)C(=O)/C1=C/c1coc2ccc(O)cc2c1=O,2,1,0.9,-2,-8,-10,5,6,-5
COc1ccc(OC)c(CN2CCN(C(=O)COc3cccc(C)c3)CC2)c1,-3,0&-3,5.2,3,-4,15,0,5,0
O=C(CCCC1=NS(=O)(=O)c2ccccc2N1)N1CCC2(CC1)OCCO2,-1,17,2.3,0,6,4,0,-7,7
Cc1oc(-c2ccccc2)nc1CN1C(=O)CN=C(c2ccccc2)c2ccccc21,4,3,1.8,1,4,15,1,14,13
COc1ccccc1N1CCN(Cc2ccc(Br)s2)CC1,3,3,1.1,0,-2,11,0,-1,-2
C=C1N2CCC(CC2)C1(O)c1ccc(C)c(C)c1 (configuration not stated),4,2,0.5,-3,-5,5,0,-1,9
CC(C)=CCC12CN3CCN(CC(C3)C1=O)C2,-2,-13,-1.3,3,4,-3,0,-4,13
Cc1ccc(N2C(=O)NC(=O)/C(=C\c3ccoc3)C2=O)cc1,-3,39,1.1,-3,-6,2,10,0,11
O=C1C2CCCN2C(c2cccnc2)N1c1ccc(Cl)cc1 (configuration not stated),-2,1,0.5,4,4,5,2,-4,-18
CC(=O)Nc1ccc(CC(=O)N2CCN(Cc3ccccc3)CC2)cc1,5,9,3.0,1,-7,8,3,-6,1
COC(=O)C1=C(c2cccc(OC)c2OC)C[C@@H]2CC[C@H]1N2C(=O)N1CCC(C)CC1,-1,-4,0.1,1,-3,-3,1,10,14
Cc1ccc2occ(CN3CC4CC(C3)c3cccc(=O)n3C4)c(=O)c2c1 (configuration not stated),-3,11,3.2,-1,0,2,0,-4,2
CN(C)CC1CCCCC1=O (configuration not stated),-3,-9,0.3,2,4,0,0,-2,10
COc1cccc(OC)c1C(=O)Nc1nc(N)n(-c2ccccc2)n1,1,2,0.5,-3,4,0,3,7,8
Cc1ccccc1-n1c(O)c(C=NCCN2CCOCC2)c(=O)[nH]c1=O,-6,2,0.1,-3,6,9,0,3,5
COc1ccc(O)c(CN2CCCC(C(=O)c3ccccc3SC)C2)c1 (configuration not stated),2,-16,-0.4,2,10,4,2,0,-7
COc1ccc(N=C(C)c2c(O)[nH]c(=O)[nH]c2=O)cc1,-2,-4,0.8,4,7,-5,0,-3,3
Cc1nc2c(-c3ccccc3)c(C)nn2c(C)c1CCC(=O)N1CCC2(CC1)OCCO2,-1,-3,2.7,6,-5,2,2,1,-4
Cc1ccc(OCC(=O)N2CCN(Cc3ccc([N+](=O)[O-])cc3)CC2)cc1,2,3,-0.6,-1,1,4,0,-2,6
CCn1c(C)cc(/C=C2\C(=O)NC(=O)N(c3ccccc3C)C2=O)c1C,-6,-6,3.7,5,-3,4,0,3,9
O=c1c2ccccc2nc(/C=C/c2ccccn2)n1-c1ccccc1,-3,-3,4.3,-2,0,-2,4,7,16
CN1C(=O)C(Cc2ccsc2)C(=O)N(C)C1=O,-1,74*,-0.8,-1,3,4,3,-4,-1
CCCCOC(=O)C1=C(N)OC2=C(C(=O)CC(C)(C)C2)[C@]12C(=O)N(C)c1ccccc12,3,2,1.3,-1,1,6,1,4,-12
CN=C1CN(O)C(c2ccccc2)=c2cc(Cl)ccc2=N1,-4,1,-3.0,12,-1,2,0,9,14
COc1ccc(NC(=O)N2C[C@@H]3C[C@@H](C2)c2cccc(=O)n2C3)c(OC)c1,-8,?,1.3,-2,-4,-8,1,-4,-6
Cc1ccc2c(c1)CC1(CN2C)C(=O)NC(=O)N(C(C)C)C1=O (configuration not stated),-2,-18,2.1,-5,3,-7,2,-1,-2
C[C@]12CCC(=O)C[C@@H]1CC[C@@H]1[C@@H]2CC[C@]2(C)[C@@H](O)CC[C@@H]12,·,·,·,·,8,9,1,·,10
CC1(C)C2SCC(=O)N2CCN1CC(=O)NN (configuration not stated),-1,1,0.2,-1,6,-7,2,1,-25

# Exported with two lines to a compound: entries from further up.
# Values run as follows: PP1 counter	GASC-1 inh	PP5 inh	CTSL1 counter	procasp7 counter	proCasp3 act	GRK2 inh	core dimer inh	VLA-4 inh
- Cc1ccc2c(c1)CC1(CN2C)C(=O)NC(=O)N(C(C)C)C1=O (configuration not stated)
 : -2	-18	2.1	-5	3	-7	2	-1	-2
- C[C@]12CCC(=O)C[C@@H]1CC[C@@H]1[C@@H]2CC[C@]2(C)[C@@H](O)CC[C@@H]12
 : ·	·	·	·	8	9	1	·	10

# Next results follow:
SMILES,PP1 counter,GASC-1 inh,PP5 inh,CTSL1 counter,procasp7 counter,proCasp3 act,GRK2 inh,core dimer inh,VLA-4 inh
CN(Cc1ccccc1)C1CCCN(C(=O)COc2ccccc2Cl)C1 (configuration not stated),-1,7,-1.9,2,3,5,1,9,16
CCOc1ccc(N2C(=O)/C(=C/c3ccco3)C(=O)NC2=S)cc1,5,-4,1.4,4,-20,-12,20,31,11
CN1CCN(C(=O)COc2ccc3ccccc3c2Br)CC1,0,0,-0.2,-1,2,3,0,5,8
CCOP(=O)(OCC)C1(C(=O)O)CCCC1,-6,-4,0.6,-4,4,2,0,3,6
CCC1C2CC3C4N(C)c5ccccc5C45CC(C2C5O)N3[C@@H]1O (some centres not stated),0,0,-0.8,2,7,9,0,-5,9
C=CCn1c(O)c(C(C)=NCCN2CCCCC2)c(=O)[nH]c1=O,-2,4,0.4,3,-5,-2,0,-11,-12
N=C1c2ccccc2CN1NC(=O)c1ccco1,·,7,·,·,10,3,0,·,4
COc1ccc(CCN(C)Cc2ccncc2)cc1OC,-1,0,-0.8,0,4,7,3,4,-2
O=[N+]([O-])c1ccc(Cl)cc1,0,10,0.2,·,0,5,1,·,7
Cc1ccc(S(=O)(=O)N2CCN(C(=O)COC(=O)Cc3ccccc3)CC2)c(C)c1,-4,0,-0.1,6,0,2,2,4,11
C=C(C)c1cccc(C(C)(C)NC(=O)NC2CN3CCC2CC3)c1 (configuration not stated),-5,3,-2.1,0,1,-4,0,3,2
COc1ccc(C(=O)CC2(CC(=O)c3ccc(OC)cc3)C(=O)N(C)C(=O)N(C)C2=O)cc1,-1,1,-3.3,5,1,6,0,5,9
CCOC(=O)C1=C(C)N(C)C2(C)CC1c1ccccc1O2 (configuration not stated),-4,-3,2.8,-1,3,0,0,-3,6
C=C1C(=O)O[C@@H]2C[C@@H](C)[C@H]3C=CC(=O)[C@]3(O)C[C@@H]12,3,3,-0.3,3,-8,-2,0,47*,-1
COc1ccc(/C=C2/C(=O)NC(=O)N(C3CCCCC3)C2=O)cc1CSc1ccccn1,-2,38,2.5,-9,-12,-17,3,15,4
COc1cccc(N2C(=O)CC(=O)NC2=O)c1,1,·,-0.9,-1,-24,-5,2,2,3
OC[C@H]1O[C@@H](n2cnc3cc(Cl)c(Cl)cc32)[C@H](O)[C@@H]1O,2,·,3.2,-1,0,4,35,-14,-13
CCOc1ccccc1-n1c(O)c(C=Nc2ccc(N(CC)CC)cc2)c(=O)[nH]c1=O,-3,7,12*,2,-22,-6,1,0,2
C[C@]12CCC3C(CC[C@H]4C[C@@H](O)CC[C@]34C)C1C[C@@H](Br)[C@@H]2O (some centres not stated),·,-2,·,·,3,3,·,·,5
CC(=O)N1CN2CN(C1)CN(C(C)=O)C2,-5,3,-0.4,-1,8,0,2,-7,3
Cc1nc2cc(-c3ccccc3)nn2c(C)c1CCC(=O)N1CCC2(CC1)OCCO2,0,5,1.7,-3,-4,8,0,-1,-10
CC1=C(C(=O)OC(C)C)[C@]2(C(=O)N(CC(N)=O)c3ccccc32)C(C#N)=C(N)O1,-5,3,2.6,-1,11,9,0,-5,7
CCN(CC)C(=O)c1ccc(NC(=O)CNC(C)c2cccc3ccccc23)cc1 (configuration not stated),8,4,2.2,3,2,-6,1,8,7
NNc1n[nH]c(=S)n1N,-4,?,-0.6,2,-14,3,0,1,0

# Grouped by structure, the compounds so far with a nitro group on carbon (2)
SMILES,PP1 counter,GASC-1 inh,PP5 inh,CTSL1 counter,procasp7 counter,proCasp3 act,GRK2 inh,core dimer inh,VLA-4 inh
Cc1ccc(OCC(=O)N2CCN(Cc3ccc([N+](=O)[O-])cc3)CC2)cc1,2,3,-0.6,-1,1,4,0,-2,6
O=[N+]([O-])c1ccc(Cl)cc1,0,10,0.2,·,0,5,1,·,7

# Bioassay records deposited in PubChem by several laboratories.
